High-throughput results deposited in PubChem by Broad Institute.
Cneo AK release = causes C. neoformans cell lysis; lysis activity, % at 15 µM; adenylate kinase release luminescence, 4 h; normalised: neutral wells 0, clomiphene wells 100; 360,000 tested, 0.2% active;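 active = mean lysis activity across replicates of at least 80%, whatever share of replicates individually reach that level; inactive = mean lysis activity below 80%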
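Material: C. neoformans cells | Amount: Yeast cell density of 5 × 10^6 cells/mL | Medium: Fresh YPD growth medium | Dosing: Single dose | Times: Static 4 h at 37 °C with compound, 1 h detection | Detection: AK luminescence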
PGC1a acetyl inh = lowers PGC1a acetylation signal in U2OS cells; AlphaScreen anti-acetyl-lysine; with virally co-expressed GCN5 acetyltransferase; inhibition, % at 15.6 µM; 350,000 tested, 0.17% active;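 active = every replicate shows inhibition of at least 40%; inconclusive = mean inhibition at least 40% but some replicate below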;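 note: 0% = neutral control wells and 100% = positive control wells; some results beyond the cut were filed as inactive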
Statin myotox sup = suppression of simvastatin myotoxicity | rescue of ATP level, % at 7.49 µM | 330,000 tested, 0.78% active | C2C12 myotubes + simvastatin, ATP luminescence, 48 h; scaled: DMSO 0, geranylgeraniol control 100;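 active = mean ATP rescue above about 67%, or every replicate alone reaching that limit, limit read from the data, passing the limit was not always enough; inconclusive = no clear call, values can overlap the other calls; inactive = mean under the limit and some replicate under it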;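 note: myotubes were challenged with 10 µM simvastatin during compound exposure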
The depositor's hits bear a star; u = inconclusive.

Screens in order: Cneo AK release, PGC1a acetyl inh, Statin myotox sup
- COC(=O)c1scc(C)c1NC(=O)C1CCCCC1
    0, -21, 83*
- O=C1CC(c2ccccc2)N1c1ccccc1 (centres undefined)
    -3, 3, 8
- O=C(C[C@@H]1CC[C@H]2[C@@H](COC[C@H](O)CN2Cc2ccc(Oc3ccccc3)cc2)O1)N1CCc2ccccc2C1
    -1, -19, 25
- O=C1N2CCSC2=NC1(NS(=O)(=O)c1ccccc1)C(F)(F)F (centres undefined)
    1, -13, 1
- O=C(CSc1nnc(-c2ccccn2)n1-c1ccc(Cl)cc1)Nc1ccc2c(c1)OCO2
    -1, 1, -8
- CCn1c(=O)c2ccccc2n2c(SCC(=O)N3CCc4ccccc4C3)nnc12
    -3, 4, 4
- O=C(Cn1c(=O)c2cccn2c2cccnc21)N1CCN(c2ccc(Cl)cc2)CC1
    3, 4, -4
- O=C(Cn1nc(C(F)(F)F)c2c1CCC2)NCc1ccc(F)cc1
    -1, -2, -7
- CN(C(=O)Nc1ccc(Cl)cc1)c1c2c(nn1C)CCCC2
    1, -4, -24
- CCOC(=O)COc1cc2c3c(c(=O)oc2cc1C)CCCC3
    1, 14, -7
- Cc1cc(C)c(S(=O)(=O)N2CCC(C(=O)NCc3ccc(Cl)cc3Cl)CC2)c(C)c1
    -1, -6, 6
- O=C(N1CCOCC1)N1CCC(n2nnc3cc(F)ccc32)CC1
    -14, -6, 8
- COc1ccc(-c2cnc(N)n2CC2CCCO2)cc1 (centres undefined)
    0, 15, -7
- O=C(Nc1cccnc1)Nc1ccc(F)c(Cl)c1
    -12, 0, -26
- COc1ccc(C(=O)O/N=C(\N)c2ccc(OC)c(OC)c2)c(OC)c1
    3, 6, -1
- O=C(NCC1CCN(c2ccc(S(=O)(=O)N3CCOCC3)cc2)CC1)c1cccc(Cl)c1
    -3, 3, 22
- COc1ccccc1NC(=O)C(=O)N/N=C(\C)CC(=O)Nc1ccc(OCc2ccccc2)cc1
    -3, -2, -125
- CC(C)C(=O)N1C2CCC1CC(O)(c1ccc(F)cc1)C2 (centres undefined)
    -1, 4, -5
- CCOC(=O)C1CCN(C(c2cc3ccc(C)c(C)c3[nH]c2=O)c2nnnn2C2CCCCC2)CC1 (centres undefined)
    -3, -6, 28
- CN(CC(=O)Nc1ccccc1Cl)C(=O)COC(=O)CNC(=O)c1ccc(Br)o1
    1, 7, 15
- Cc1ccc(/C=N/N2C(=S)SC(C)(C)C2N(O)C(=O)Nc2ccc([N+](=O)[O-])cc2)cc1 (centres undefined)
    -1, 9, 11
- Cc1ccc(S(=O)(=O)N(C)Cc2nc(-c3ccncc3)no2)cc1
    -1, -2, -8
- Cc1csc(NC(=O)CSc2nnc(CCNC(=O)c3cccs3)n2C)n1
    -2, -6, 98*
- CC(C)(CO)NCc1ccccc1OCC(=O)Nc1ccccc1
    -3, -3, 15
- CCCNC(=O)C(Cc1ccccc1)NS(=O)(=O)c1cccc2nsnc12 (centres undefined)
    -1, -42, 0
- O=C(CCCCCN1C(=O)c2ccccc2C1=O)Nc1ccccc1
    0, 2, 0
- O=C(Cc1ccc(Cl)cc1)Nc1nc2ccccc2[nH]1
    -1, -5, 6
- COc1cccc(C(=O)CSc2nnc(-c3cccs3)o2)c1
    0, -1, -19
- CN(C)CC(=O)Nc1ccc(S(N)(=O)=O)cc1
    2, 10, 6
- CC1CCCCC1NC(=O)Cn1[nH]c(=O)c2ccccc2c1=O (centres undefined)
    -1, 2, -2

4 of the compounds above, as labelled records:
Molecule: CCCNC(=O)C(Cc1ccccc1)NS(=O)(=O)c1cccc2nsnc12 (centres undefined)
  Cneo AK release: -1; PGC1a acetyl inh: -42; Statin myotox sup: 0

Molecule: COc1cccc(C(=O)CSc2nnc(-c3cccs3)o2)c1
  Cneo AK release: 0; PGC1a acetyl inh: -1; Statin myotox sup: -19

Molecule: Cc1ccc(/C=N/N2C(=S)SC(C)(C)C2N(O)C(=O)Nc2ccc([N+](=O)[O-])cc2)cc1 (centres undefined)
  Cneo AK release: -1; PGC1a acetyl inh: 9; Statin myotox sup: 11

Molecule: O=C(CCCCCN1C(=O)c2ccccc2C1=O)Nc1ccccc1
  Cneo AK release: 0; PGC1a acetyl inh: 2; Statin myotox sup: 0

Continued.
Screens in order: Cneo AK release, PGC1a acetyl inh, Statin myotox sup
- COc1cc(-c2nnc(SCc3c(F)cccc3Cl)o2)cc(OC)c1OC
    3, -9, 5
- O=C1CC(N2CCN(CCc3ccccn3)CC2)C(=O)N1c1ccc(Cl)cc1 (centres undefined)
    -1, 4, 3
- COc1cccc(C(=O)Nc2nc3c(c(=O)[nH]2)CCCC3)c1
    2, -11, 96*
- CCCCN1c2ccccc2N(CCCO)c2cc(C)nnc21
    -9, -18, -56
- O=C(Nc1cccc2ccccc12)OC1C=CS(=O)(=O)C1 (centres undefined)
    0, -77, -51
- NC(=O)c1ccc[n+]([C@H]2O[C@@H](COP(=O)([O-])OP(=O)(O)OC[C@H]3O[C@@H](n4cnc5c(N)ncnc54)[C@H](O)[C@@H]3O)[C@H](O)[C@@H]2O)c1
    2, -17, 14
- Cc1cc(C)n2c(SCC(=O)N(C)C3CCS(=O)(=O)C3)nnc2n1 (centres undefined)
    0, -2, 4
- CCCC(c1c(C)n(C)n(-c2ccccc2)c1=O)c1c(C)n(C)n(-c2ccccc2)c1=O
    1, 3, 14
- COC(=O)C1=C(C)NC(=O)NC1C1CC=CCC1 (centres undefined)
    1, 10, 5
- CN(C)c1ccc(/C=C(\C#N)C(=O)Nc2nc3c(s2)CCN(Cc2ccccc2)C3)cc1
    -2, 3, 0
- Oc1ccc(Cl)cc1-c1cc(-c2ccco2)[nH]n1
    -1, -18, 3
- CC(=O)C(Sc1nn(C)c(=S)s1)C(=O)Nc1ccccc1 (centres undefined)
    1, 25, -3
- CCOc1ccccc1NC(=O)C1CCCN(S(=O)(=O)c2ccc(OC)c(C)c2)C1 (centres undefined)
    0, -8, 122*
- NC(=O)C1CCN(C(=O)c2ccc(C(F)(F)F)cc2)CC1
    -14, -2, 0
- COc1ccccc1NC(=O)CSc1nnc(-c2ccncc2)n1CC1CCCO1 (centres undefined)
    0, 0, 16
- CCOC(=O)C(Cc1ccccc1)NC(=O)CCc1c(C)nc2nc(C)nn2c1C (centres undefined)
    0, 6, 9
- COc1ccc(Cl)cc1NC(=O)CN1CCC(n2nnc3cc(F)ccc32)CC1
    4, 8, -13
- Cc1ccc(OCc2nc(-c3ccccn3)no2)c(Br)c1
    -12, 5, -3
- c1ccc(-c2cc(N3CCOCC3)nc3ccccc23)cc1
    3, -2, 29
- c1csc(CN2CCN(Cc3cccs3)C2c2cccs2)c1
    2, 0, 5
- CCN1C(=O)CC(N2CCC(Cc3ccccc3)CC2)C1=O (centres undefined)
    1, 4, 3
- COC(=O)c1c(NS(C)(=O)=O)sc2c1CCCC2
    -1, 5, -5
- CSCCC(Nc1nc2ccccc2s1)C(=O)O (centres undefined)
    0, -8, 12
- CCOC(=O)N1CCN(c2ccc(S(=O)(=O)N(Cc3ccccc3)Cc3ccccc3)cn2)CC1
    -2, 2, 5
- COC(=O)C1=C(C)N(C)C(C)=C(C(=O)OC)C1c1ccc(Cl)cc1
    -5, 1, 23
- Cc1cc(NC(=O)CSc2n[nH]c(CC(C)C)n2)no1
    4, 4, 0
- CCOCc1nc(N)[nH]c(=O)c1Cc1ccc(OC(C)C)cc1
    2, -12, -6
- Cc1ccc(C(=O)CSC2=C(C#N)C(c3ccco3)CC(=O)N2)c(C)c1 (centres undefined)
    0, 1, 4
- CCOc1ccc(C(c2c(C)[nH][nH]c2=O)c2c(C)[nH][nH]c2=O)cc1OC
    -2, -2, -18
- Cn1c(SCc2cc(=O)[nH]c3ccccc23)nnc1-c1ccc(Br)cc1
    0, -11, -1
- C/C(=C\C(=O)c1ccc(Br)cc1)N1CCCCC1
    0, 4, -7
- Cc1ccc(S(=O)(=O)Nc2ccc(S(=O)(=O)Nc3ncccn3)cc2)cc1
    5, 3, -5
- Cc1occc1-c1nnc(SCCCC(=O)c2ccc(F)cc2)n1C
    1, -14, 14
- COc1ccccc1N1CCN(C(=O)C2CCN(S(=O)(=O)N3CCOCC3)CC2)CC1
    -1, -15, 15
- CCN(CC)C(=S)SCC(=O)c1ccccc1
    -2, 0, -11
- O=C(CSCc1ccc(Cl)cc1)Nc1cccc(C(=O)Nc2ccccc2C(=O)O)c1
    -3, 12, 6
- C=CCNC(=O)CC(C)C(CCCCC)C(=O)O (centres undefined)
    1, -7, 10
- COc1ccc(C2(O)CC3CCC(C2)N3c2cc(C)nc(-c3ccccc3)n2)cc1 (centres undefined)
    0, -13, -2
- O=C(O)/C=C/C(=O)Nc1ccc(SC(F)(F)F)cc1
    1, 10, -2
- CC(C)Oc1ccc(NC(=O)CCC(=O)O)cc1
    -1, -2, 1
- Cc1ccc(O)c(CNc2ccccn2)c1
    -1, 8, 112*
- O=S(=O)(NC1CCCC1)c1ccccc1Cl
    5, -8, 0
- Nc1ccccc1C(=O)NCc1ccccc1
    -1, -18, -5
- CC(=O)c1c(N)[nH]c(-c2ccccc2)nc1=S
    -2, -3, 23
- O=C(CCNC(=O)c1ccco1)NCc1ccccc1
    0, -13, 21

Another view of some results above:
mol,Cneo AK release,PGC1a acetyl inh,Statin myotox sup
Cc1ccc(O)c(CNc2ccccn2)c1,-1,8,112*
COC(=O)c1c(NS(C)(=O)=O)sc2c1CCCC2,-1,5,-5
Cc1occc1-c1nnc(SCCCC(=O)c2ccc(F)cc2)n1C,1,-14,14
Cc1ccc(OCc2nc(-c3ccccn3)no2)c(Br)c1,-12,5,-3

(listing goes on)
Screens in order: Cneo AK release, PGC1a acetyl inh, Statin myotox sup
- Cc1cccc(N(C(=O)CCC(=O)Nc2cccnc2)C(C(=O)NC2CCCC2)c2ccncc2)c1 (centres undefined)
    -1, -10, u
- CC(C)(C)c1cc(C(=O)NCc2cccnc2)ccn1
    -4, -4, -9
- COCCOCC(O)CN1CCN(c2ccc(C)cc2)CC1 (centres undefined)
    2, 6, 30
- Cc1nnc(NC(=O)c2ccc(S(=O)(=O)N(C)Cc3ccccc3)cc2)o1
    4, 4, -21
- CC(=O)Nc1cccc(C(=O)OC(C(=O)c2ccc(C)cc2)c2ccccc2)c1 (centres undefined)
    -1, -9, 12
- Cc1ccc(NC(=S)N/N=C/c2ccc(OCCC(C)C)cc2)c(C)c1
    5, -16, 3
- O=C(OC1CCc2ccccc2C1=O)c1ccccc1O (centres undefined)
    -5, 4, 5
- COc1ccc(/C=N/NC(=O)CN2CCS(=O)(=O)CC2)cc1
    3, 15, 2
- NNC(=O)CNC(=O)c1ccccc1F
    0, -3, 4
- CCCc1c(O)nc(SC2CC(=O)N(c3cc(OC)ccc3OC)C2=O)[nH]c1=O (centres undefined)
    8, 3, 10
- Cc1cccc(C)c1NC(=O)c1cccc2c1C(=O)N(C1CCCCC1)C2
    -4, -2, 6
- Cc1ccccc1Nc1nc(N)nc(CN2CCN(c3ccccn3)CC2)n1
    -12, 3, 9
- COc1cc(C(=O)OCC(=O)NCc2ccco2)cc(OC)c1OC
    0, -3, 3
- O=S(=O)(c1cnc[nH]1)N1CCCCCC1
    -11, 14, -12
- CCn1cc(S(=O)(=O)CC(=O)Nc2cc(C)on2)c2ccccc21
    4, -13, 21
- COc1cccc(C(=O)NC(=S)Nc2ccc(N3CCCC3)cc2)c1
    45, -2, -31
- CCCc1nc(SCC(=O)N2CCCC2)c2ccccc2n1
    -1, 3, -1
- CC(C)N(Cc1nc(-c2ccccc2)no1)C(=O)CN1C(=O)c2ccccc2C1=O
    -2, 2, 14
- O=C(CCCn1c(=O)[nH]c2cc(Cl)ccc2c1=O)N1CCN(c2ccc([N+](=O)[O-])cc2)CC1
    -1, -1, -26
- Cc1cc(C)n(Cc2ccccc2)c(=O)c1S(=O)(=O)c1ccccc1
    6, -3, 3
- Cc1ccc2c(c1)Sc1ccccc1CC2=O
    1, -3, 83*
- O=C(CS(=O)(=O)Cc1ccccc1)N1CCc2ccccc2C1
    -1, -5, -8
- CC(=O)NS(=O)(=O)c1cccnc1Nc1cccc(Cl)c1
    1, -2, 8
- CC(C)CC1NC(=S)N(C2CCCCC2)C1=O (centres undefined)
    1, 12, -11
- CCc1ccccc1NS(=O)(=O)c1ccc(SC)cc1
    0, -29, 12
- O=C1c2ccccc2C(=O)N1CCOc1ccccc1
    -1, 4, 2
- Cc1onc(-c2c(Cl)cccc2Cl)c1C(=O)Nn1cnnc1
    7, -5, 8
- Cc1cccc2cc(C(c3nnnn3Cc3ccccc3)N3CCN(C)CC3)c(=O)[nH]c12 (centres undefined)
    -1, -3, 21
- CCC(C)(C(=O)NC1CCCC1)N(C(=O)c1cnccn1)c1c(C)n(C)n(-c2ccccc2)c1=O (centres undefined)
    -2, 3, -6
- Cc1c(Cl)cccc1NC(=O)COc1ccc(S(=O)(=O)N2CCOCC2)cc1
    -2, -7, 3
- Cc1nn(-c2ccccc2)c2c1C(c1ccc(O)c(O)c1)N1C(=N2)C(Nc2ccccc2)=Nc2ccccc21 (centres undefined)
    0, -1, 5
- CCC(C)C(=O)Nc1cc(OC)c(OC)cc1C(=O)O (centres undefined)
    1, 0, 1
- Cc1nc(N2CCN(C(=O)c3ccco3)CC2)c2c3c(sc2n1)CCC3
    0, -23, 23
- COc1ccc(Cc2nnnn2CC(=O)O)cc1
    -13, 3, -3

An excerpt, so the mix of outcomes need not match the whole.
